RXFP1 ag: qHTS Assay for Agonists of the Relaxin Receptor RXFP1 | AID 2676, 2010 | Relaxin receptor 1 (Homo sapiens), Q9HBX9 | HEK293T-RXFP1 cAMP TR-FRET, 30 min; response scale: percent of porcine relaxin response, buffer zero | actives 0.3% (n = 370,000) | Potency, µM (titrated, usually from 57.5 µM), inactives show top-dose activation, most hits filed as activators; further: potency means the concentration at half of the fitted maximal effect; on the % scale 0 is the no-effect control and ±100 the full control effect; nearly all actives have a fitted effect of over 60% in size; many of its hits are not listed in these tables
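Agonist response is measured as cAMP accumulation in an RXFP1-transfected HEK293T line under PDE4 inhibition. Values are scaled between buffer-only and 29 nM porcine relaxin, and EC50s come from standard Hill equation fits.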
PI4K2A inh: qHTS for small molecular inhibitors of PI4K2A; activity change, negative = inhibition, % at 76.9 µM; actives 0.13% (n = 420,000); Phosphatidylinositol 4-kinase type 2-alpha (Homo sapiens), Q9BTU6; AID 1346378, 2018; purified PI4K2A, ADP-Glo luminescence, 1 h; active compounds read low; in the data active means activity change below about -50%; inconclusive means mostly about -30% to -49%;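 further: -100% = wells without enzyme as full effect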
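In this quantitative HTS, ADP production by PI4K2A was quantified luminescently after 1 h at ambient temperature; 100 microM adenosine served as plate-quality control.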
Vif-A3G inh: qHTS for Inhibitors of Vif-A3G Interactions: qHTS; Potency, µM (doses to about 46.1 µM), inactives show top-dose activity, negative = active, hits mostly inhibitors; HeLa A3G-eYFP + Vif (tagged APOBEC3G with the HIV-1 protein that degrades it), YFP fluorescence, overnight; actives 0.076% (n = 410,000); DNA dC->dU-editing enzyme APOBEC-3G (Homo sapiens), Q9HC16;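 further: potency means the concentration at half of the fitted maximal effect; on the % scale 0 is the no-effect control and ±100 the full control effect; nearly all actives have a fitted effect of over 60% in size; hits raise eYFP signal because A3G escapes Vif-driven loss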
Target sequence (Q9HC16 whole entry, looked up): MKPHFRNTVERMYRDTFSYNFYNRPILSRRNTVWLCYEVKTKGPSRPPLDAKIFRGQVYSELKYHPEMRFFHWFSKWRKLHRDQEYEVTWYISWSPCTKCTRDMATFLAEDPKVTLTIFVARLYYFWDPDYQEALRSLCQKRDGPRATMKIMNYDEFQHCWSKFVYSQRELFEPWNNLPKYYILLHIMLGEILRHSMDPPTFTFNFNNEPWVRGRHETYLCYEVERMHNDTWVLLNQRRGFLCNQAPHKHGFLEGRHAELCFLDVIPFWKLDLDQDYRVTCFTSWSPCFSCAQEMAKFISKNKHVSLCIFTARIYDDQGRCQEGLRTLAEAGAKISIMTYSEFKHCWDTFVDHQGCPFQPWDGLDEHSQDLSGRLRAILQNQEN
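Read-out is eYFP fluorescence (Ex 488/Em 500-530) from Vif-expressing HeLa A3G-eYFP cells; more signal means A3G escaped Vif-mediated degradation. Cells plated overnight, compound pinned in, incubated overnight at 37 deg C.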
USP1 inh: Inhibitors of USP1/UAF1: Primary Screen. recombinant USP1/UAF1, Ub-Rhodamine cleavage fluorescence. actives 0.23% (n = 390,000). AID 743255, 2014. Potency, µM (series often up to 57.1 µM), inactives show top-dose activity change, negative = inhibition, hits mostly inhibitors. Ubiquitin carboxyl-terminal hydrolase 1 (Homo sapiens), O94782; further: potency means the concentration at half of the fitted maximal effect; on the % scale 0 is the no-effect control and ±100 the full control effect; nearly all actives have a fitted effect of over 60% in size; inactives centre near -12
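Step one: compound is pinned into 1nM USP1/UAF1 in HEPES pH 7.8 buffer with TCEP. Step two: 15 min room-temperature incubation. Step three: Ub-Rho (150nM final) starts cleavage, tracked by fluorescence over six one-minute reads.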
mIDH1 inhibitor: qHTS for Inhibitors of mutant isocitrate dehydrogenase 1 (IDH1): qHTS. Isocitrate dehydrogenase [NADP] cytoplasmic (Homo sapiens), O75874. actives 0.093% (n = 390,000). IDH1-R132H enzyme, NADPH consumption, diaphorase/resazurin fluorescence. AID 602179, 2012. Potency, µM (doses to about 76.6 µM), for the others: top-dose activity change, negative = inhibition, actives largely listed as inhibitors; further: potency means the concentration at half of the fitted maximal effect; on the % scale 0 is the no-effect control and ±100 the full control effect; nearly all actives have a fitted effect of over 65% in size
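IDH1-R132H (0.5 ug/mL dispensed) in pH 7.5 Tris buffer was preincubated 30 min with compound, then given a substrate mix of 0.016 mM NADPH and 2 mM alpha-KG for 80 min at room temperature; remaining NADPH was read by diaphorase/resazurin fluorescence.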
Glioma ERSR ind: qHTS for Inducers of the Endoplasmic Reticulum Stress Response (ERSR) in Human Glioma: qHTS | U87-MG GRP78 promoter luciferase reporter, 16 h | Potency, µM, for inactives: at the highest dose activation, most hits filed as activators | actives 0.02% (n = 420,000); further: potency means the concentration at half of the fitted maximal effect; series mostly up to about 76 µM; % of control where 0% means no effect; nearly all actives have a fitted effect of over 35% in size
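Stably transfected U87-MG human glioma cells carrying a GRP78-based luminescent sensor were seeded at 1000 cells/well, pin-dosed with compounds and incubated 16 h. Luciferase reagent was then added, and end-point luminescence was read after 10 min at room temperature.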
TrxR1 substrate: qHTS Assay for Substrates of Mammalian Selenoprotein Thioredoxin Reductase 1 (TrxR1): qHTS; Potency, µM (highest dose often 114 µM), inactives show top-dose activity change, negative = substrate turnover; actives 0.01% (n = 390,000); purified TrxR1 substrate turnover, NADPH consumption readout; further: potency means the concentration at half of the fitted maximal effect; on the % scale 0 is the no-effect control and ±100 the full control effect; nearly all actives have a fitted effect of over 50% in size
Target sequence (O89049 whole entry, looked up): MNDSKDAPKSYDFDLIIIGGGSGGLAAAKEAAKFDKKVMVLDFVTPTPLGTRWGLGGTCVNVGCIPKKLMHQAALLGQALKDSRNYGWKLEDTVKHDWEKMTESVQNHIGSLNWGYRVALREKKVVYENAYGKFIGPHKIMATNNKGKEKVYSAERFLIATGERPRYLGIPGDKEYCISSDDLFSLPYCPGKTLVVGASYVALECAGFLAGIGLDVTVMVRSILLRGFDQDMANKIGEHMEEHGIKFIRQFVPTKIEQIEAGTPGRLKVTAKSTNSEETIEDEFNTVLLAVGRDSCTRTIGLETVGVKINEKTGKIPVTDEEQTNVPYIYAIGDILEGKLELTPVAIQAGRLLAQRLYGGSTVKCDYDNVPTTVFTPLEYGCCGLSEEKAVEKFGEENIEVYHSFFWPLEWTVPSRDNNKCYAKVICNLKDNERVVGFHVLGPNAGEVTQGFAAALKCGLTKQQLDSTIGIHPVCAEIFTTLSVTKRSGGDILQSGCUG
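Rat TrxR1, dispensed at 90 nM, was prereduced with 400 uM NADPH (final) for 5 min at ~22 deg C, then incubated with compound 15 min before 400 uM selenite. A first-read NADPH fluorescence drop versus no-compound background flagged substrates.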
LDHA block: qHTS assay for inhibitors of human lactate dehydrogenase | actives 0.15% (n = 480,000) | purified LDHA, NADH/diaphorase-resazurin fluorescence; active compounds read low | activity change, % (values are at about 110 or 230 µM); in the data active means activity change below about -30%; inconclusive means mostly about -25% to -30%;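 further: plate controls were DMSO wells for no effect and wells without enzyme for full effect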
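Enzyme activity of human lactate dehydrogenase 5 (2 nM; 0.06 mM NADH, 0.2 mM pyruvate, 5 min, RT) is measured via a resazurin/diaphorase fluorescence readout of residual NADH.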
Vif-APOBEC3F blk: qHTS for Inhibitors of Vif-A3F Interactions: qHTS; actives 0.2% (n = 390,000); AID 602313, 2012; HeLa A3F-eYFP + Vif (tagged APOBEC3F with the HIV-1 protein that degrades it), YFP fluorescence increase; Potency, µM (titrated, usually from 46.1 µM), inactives show at the top dose activity, negative = active; further: potency means the concentration at half of the fitted maximal effect; % of control where 0% means no effect; nearly all actives have a fitted effect of over 65% in size
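Fluorescence increase (Ex 488/Em 500-530) after overnight compound treatment at 37 deg C flags inhibition of Vif-driven A3F-eYFP loss in stable HeLa A3F-eYFP/Vif cells seeded overnight beforehand.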
* hit, by the source's call; ? = inconclusive; . = not tested or not shown; & = joins results of further samples; [ ] = remark or other dose. Unless noted, the call rests on the fitted dose curve; in most records, active means well fitted curve in the direction sought with a large enough effect; inconclusive means small, poorly fitted or top-dose-only effect, or another doubt; inactive means no such curve, though single readings can be large; an effect the other way counts as inactive or inconclusive. Some of the compounds tested; count on the stated rates, not on these rows.

molecule,RXFP1 ag,PI4K2A inh,Vif-A3G inh,USP1 inh,mIDH1 inhibitor,Glioma ERSR ind,TrxR1 substrate,LDHA block,Vif-APOBEC3F blk
CN(CC(=O)NC(=O)NCc1ccco1)CC(=O)Nc1ccccc1Cl,0.0%,7,4%,-15%,-2%,-7%,8%,-5,-10%
CCOC(=O)C1=C(CSc2nc(C)ccc2C#N)OC(N)=C(C#N)C1c1cccc(OC)c1OC (configuration not stated),3.0%,0,0%,?,7%,5%,-2%[57.1 µM],11,0%
CC(C)Nc1cc(N2CCCC2)ccc1[N+](=O)[O-],0.6%,0,0%,-8%,-1%,1%,10%,-3,-9%
O=C(NC1CCCC1)C1CCC(=O)N1CCc1ccccc1 (configuration not stated),-0.8%,4,5%,0%,12%,-4%,-2%,7,-2%
N#Cc1nc(-c2ccc(OCc3ccccc3Cl)cc2)oc1N1CCCCCC1,.,.,4%,.,.,-3%,40%[activator],-15,.
COC(=O)c1c(C(=O)OC)c(-c2cccc(Cl)c2)n2c1CS(=O)(=O)C2,-0.2%,-4,2%,-19%,4%,-5%,4%,1,-5%
CC(Oc1ccccc1)c1ccnc2nc(/N=C/N(C)C)nn12 (configuration not stated),1.3%,2,4%,-1%,1%,-3%,48%[activator],-6,-3%
O=c1c2c3c(sc2n(Cc2cc(=O)n4ccccc4n2)c(=O)n1-c1ccccc1)CCC3,2.8%,1,1%,2%,-2%,-2%,-1%,-5,-4%
C#CCOCCOCCOCCNc1nc(N2CCN(C(=O)C([C@@H](C)O)n3cc([C@@H](N)CCCCN)nn3)CC2)nc(N2CCN(C(=O)[C@H](CCC(=O)O)n3cc([C@@H](N)[C@H](C)CC)nn3)CC2)n1 (some centres not stated),.,-4,0%,-25%,14%,-1%,4%,6,0%
Cc1ccc(S(=O)(=O)N(CC(=O)Nc2cccnc2)c2ccc(Br)cc2)cc1,-0.1%,-2,-8%,-19%,5%,-3%,-13%,2,-2%
O=C1NC2C3CC(c4ccccc43)C12 (configuration not stated),.,3,-3%,1%,-4%,-4%,.,-5,1%
COc1cc(OC)cc(C(=O)NCCc2csc3nc(-c4ccccc4F)nn23)c1,-1.3%,-2,0%,-12%,-10%,-4%,0%[57.1 µM],-15,3%
COc1ccc(CCNC(=O)CC(Cc2ccccc2)C(=O)O)cc1OC (configuration not stated),0.6%,4,-2%,-11%,-1%,-5%,13%[57.1 µM],-9,9%
COc1ccc(-c2cc(C(=O)N3CCCc4ccccc43)no2)cc1,3.5%,7,-3%,-16%,6%,4%,-6%,-1,-9%
C[C@H](CO)N1C[C@H](C)[C@@H](CN(C)C(=O)Nc2ccc3c(c2)OCO3)Oc2ccc(NS(=O)(=O)c3ccc(F)cc3)cc2C1=O,.,1,-1%,-7%,1%,0%,-2%,8,7%
COc1cc(COc2ccc3c(C)c(CC(=O)O)c(=O)oc3c2C)cc(OC)c1OC,-1.4%,-4,-6%,-11%,0%,1%,28%,-1,-1%
O=C(COC(=O)CN1C(=O)c2ccccc2C1=O)Nc1ccccc1C(F)(F)F,.,-2,1%,-14%,-5%,-3%,.,-1,-1%
Cc1cccc(NC(=O)CCCCCN2C(=O)c3ccccc3C2=O)n1,0.5%,2,-6%,3%,13%,0%,-6%,-3,-11%
CN(C)S(=O)(=O)n1cc(/C=C(\NC(=O)c2ccccc2F)C(=O)N2CCCCC2)c2ccccc21,.,1,1%,-19%,-5%,-5%,.,-9,1%
COc1ccc(NC(=O)C2CCN(C(=O)c3ccccc3)CC2)c(OC)c1,0.8%,9,-1%,1%,2%,-3%,8%,-12,-8%
NC(=O)COC(=O)CNC(=O)c1cc(Cl)cc([N+](=O)[O-])c1,2.1%,-3,-2%,-8%,9%,-6%,-10%,-11,4%
CC1(C)CC(=O)c2c(Cc3ccccc3)n[nH]c2C1,0.0%,-1,-2%,-27%,-1%,-2%,-5%,-9,-22%
CCOC(=O)c1nc2sc3c(c2c(=O)n1C(C)C(=O)OCC)CCCC3 (configuration not stated),4.7%,2,-1%,-12%,4%,-4%,303%[activator],-5,-3%
COc1cc(/C=N/N2C(=O)CSC2=S)cc(Br)c1O,6.6%,-17,-26%,?,0%,-4%,6%[57.1 µM],3,?
O=C(NCCc1ccc(F)cc1)N[C@@H](Cc1ccccc1)C(=O)O,-0.6%,6,3%,-4%,-7%,-3%,-9%,-3,4%
CCOC(=O)CC(NC(=O)c1ccccc1F)c1ccc(C)cc1 (configuration not stated),-1.3%,-7,-4%,-8%,1%,-9%,3%[57.1 µM],2,10%
O=C(NCc1ccco1)c1ccc(-c2ccc(F)c(F)c2)c2ccoc12,.,0,-2%,.,.,-1%,.,-2,.
Cc1onc(-c2ccccc2)c1C(=O)NCc1ccc2c(c1)OCO2,0.6%,2,-2%,9%,4%,-1%,9%,-4,-10%
NC(=O)c1ccccc1OCC(=O)N1CCc2ccccc2C1,4.2%,2,1%,-17%,0%,6%,3%,8,-9%
Cc1ccc(-c2cc(C(=O)N/N=C/c3ccco3)[nH]n2)cc1,-0.4%,-5,-8%,-9%,7%,-7%,-16%,-2,8%
COc1ccccc1NC(=O)c1csc2c1CCC(C)C2 (configuration not stated),-1.1%,2,-1%,-17%,0%,5%,-4%,2,-4%
CCCC1(C(=O)OCC)NC(c2ccc(O)cc2)C2C(=O)N(c3ccc4c(c3)OCCO4)C(=O)C21 (configuration not stated),1.3%,-2,3%,3%,-1%,-4%,-2%,1,-11%
CNC(=S)N1CCN(c2nc3ccccc3s2)CC1,-1.5%,-2,-6%,-6%,2%,-6%,7%[57.1 µM],-3,-4%
CC(C)n1nc(C(=O)Nc2nnc(C3CC3)s2)c2ccccc2c1=O,1.8%,-4,-6%,-9%,-4%,13%,8%[57.1 µM],2&-4,0%
Cc1ccc(C(=O)CSc2nc3ccc(C(=O)NCCN4CCCCC4)cc3c(=O)[nH]2)cc1,-3.7%,-2,2%,?,-17%,-4%,11%,-5,1%
Cc1ccc(C)c(N(C)C(=O)c2coc(=O)c3ccccc23)c1,-0.3%,1,5%,-10%,6%,-4%,2%,2,-5%
O=C(CN1CCN(S(=O)(=O)c2cc(Br)ccc2Br)CC1)NCc1ccccc1Cl,.,-1,2%,-2%,2%,1%,-4%,-1,1%
C[C@H](O)[C@@H]1C(=O)N2CCc3c([nH]c4ccccc34)[C@@H]2C[C@@H]1N(C)C(=O)c1cc(Cl)cc(Cl)c1,.,-3,-10%,.,.,-3%,.,1,.
CC(=O)N[C@@H](Cc1c[nH]c2ccccc12)C(=O)OCC(=O)NCc1ccc2c(c1)OCO2,0.6%,1,-4%,-29%,6%,0%,7%,-2,?
Nc1ccc(C(=O)Nc2ccc3nc(-c4ccncc4)[nH]c3c2)cc1,2.7%,-6,3%,-10%,4%,-3%,-10%,-10,8%
COc1ccc(C(=O)Nc2ccccc2C(=O)OCc2cc(=O)n3c4c(sc3n2)CCCC4)cc1,0.7%,0,6%,-16%,-9%,-3%,-5%[57.1 µM],-14,-3%
CCn1c(=O)c2cc(C(=O)NCC(OC)OC)sc2c2ccccc21,7.3%,7,0%,?,-5%,-4%,111%[activator],-2,-4%
Cc1ccc(S(=O)(=O)Oc2ccc(C(c3c(C)[nH][nH]c3=O)c3c(C)[nH][nH]c3=O)cc2)cc1,1.2%,-6,4%,-7%,7%,4%,-5%,19,-7%
CC(C)c1nnc(NC(=O)CCC(=O)NCc2ccc3c(c2)OCO3)s1,-0.1%,5,2%,-24%,3%,-2%,-8%,-2,8%
COc1ccc(CCNC(=O)c2cc3c(F)cccc3s2)cc1OC,-1.2%,-2,1%,-5%,1%,-3%,3%,4,0%
CCc1ccc(S(=O)(=O)NCCc2csc(-c3cccnc3)n2)s1,18%,-4,4%,-21%,0%,-3%,9%[57.1 µM],-1,6%
CCn1cc(C(=O)NCCC2=CCCCC2)c(=O)c2cc(S(=O)(=O)N(C)C)ccc21,0.8%,-4,-2%,-23%,-6%,-4%,-6%,2,-1%

Fetched one by one from above, 2 records:
molecule,RXFP1 ag,PI4K2A inh,Vif-A3G inh,USP1 inh,mIDH1 inhibitor,Glioma ERSR ind,TrxR1 substrate,LDHA block,Vif-APOBEC3F blk
CCn1c(=O)c2cc(C(=O)NCC(OC)OC)sc2c2ccccc21,7.3%,7,0%,?,-5%,-4%,111%[activator],-2,-4%
COc1ccc(CCNC(=O)c2cc3c(F)cccc3s2)cc1OC,-1.2%,-2,1%,-5%,1%,-3%,3%,4,0%

High-throughput results from PubChem BioAssay.
